RGS4 block – human RGS4 inhibition. P49798. HEK293 M3R/RGS4 inducible, Fluo-4 calcium flux; stronger effect = higher value; triggered by carbachol at its EC20. B-score at 10 µM. hit rate 0.45% among 310,000. AID 463165;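 active = B-score, a plate-corrected calcium signal, over three deviations above library mean, with baseline fluorescence within five deviations of library mean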;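 also: RGS4 expression induced by doxycycline in cells with stable M3 receptor; B-score is computed from the integrated fluorescence ratio over baseline after carbachol; higher B-score means a larger calcium signal and so more RGS4 inhibition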
Target sequence (P49798 whole entry, looked up): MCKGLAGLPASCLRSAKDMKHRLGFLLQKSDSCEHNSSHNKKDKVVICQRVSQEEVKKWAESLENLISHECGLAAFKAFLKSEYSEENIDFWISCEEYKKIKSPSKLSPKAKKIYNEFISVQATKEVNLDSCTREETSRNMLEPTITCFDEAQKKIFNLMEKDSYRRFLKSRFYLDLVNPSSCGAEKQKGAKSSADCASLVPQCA
KCNQ1 pot – human KCNQ1 channel potentiation or activation; B-score at 10 µM; CHO-K1 KCNQ1, thallium flux FluxOR fluorescence; stronger effect = higher value; hit rate 0.35% among 310,000; P51787;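 active = fluorescence ratio B-score, a plate-corrected score, at least three library SD, with initial intensity B-score within 5 SD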
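assay system = KCNQ1-transfected CHO-K1 cells | medium = assay buffer with matched DMSO | probe or stimulus = depolarizing K+/Tl+ stimulus, K2SO4 and Tl2SO4 each 12.5 mM in 5x stock | dosing = single dose | incubation = dye 90 min, compound 20 min, room temperature | detection = kinetic FluxOR fluorescence, 10 s baseline plus 110 s post-stimulus | evaluation = ratio B score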
DYRK1A inh – Dyrk1A (rat) kinase inhibition; hit rate 0.43% among 310,000; ADP-Glo luminescence, NFATc1 peptide; inhibition, % at 12.5 µM; AID 504441; in the data active = inhibition above about 50%;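 also: plate controls were vehicle with enzyme for no effect and no enzyme for full effect; many of its hits are not listed in these tables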
GSK3A inh – blocks human GSK-3 alpha kinase | P49840 | ADP-Glo luminescence, 60 min | inhibition, % at 10 µM | hit rate 0.1% among 320,000 | AID 2650;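 in the data active = inhibition above about 50%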;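 also: GST-tagged GSK-3 alpha with peptide substrate and 25 µM ATP; 0% = DMSO neutral wells and 100% = GW8510 positive control wells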
KCNK9 block – blocks the human KCNK9 two-pore domain potassium channel | Q9NPC2 | HEK293 KCNK9, FluxOR thallium flux fluorescence; stronger effect = lower value | B-score at 10 µM | hit rate 1.2% among 310,000;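 active = ratio B-score over 3 SD below the library mean, with starting fluorescence within 5 SD of its mean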;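 also: negative B-score means less thallium flux so channel inhibition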
Target sequence (Q9NPC2 whole entry, looked up, the tested form may be a part): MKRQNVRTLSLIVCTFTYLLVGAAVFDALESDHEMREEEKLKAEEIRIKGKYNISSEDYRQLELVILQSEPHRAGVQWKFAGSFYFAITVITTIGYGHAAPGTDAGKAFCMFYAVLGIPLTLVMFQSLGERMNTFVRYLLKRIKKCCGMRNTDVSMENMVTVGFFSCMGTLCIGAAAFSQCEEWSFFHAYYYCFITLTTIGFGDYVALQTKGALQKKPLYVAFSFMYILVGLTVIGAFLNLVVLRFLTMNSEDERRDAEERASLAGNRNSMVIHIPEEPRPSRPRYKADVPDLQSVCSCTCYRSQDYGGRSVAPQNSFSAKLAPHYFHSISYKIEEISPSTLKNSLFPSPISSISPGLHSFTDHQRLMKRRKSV
hERG protect – shields human hERG channel from block by proarrhythmic agents. Q12809. CHO-hERG, FluxOR thallium flux, dofetilide IC70 present. activation (rescue from dofetilide block), less the hit threshold, % at 10 µM. hit rate 0.51% among 310,000. AID 1511;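 active = activation above the mean of controls blocked by dofetilide plus 5 SD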;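 also: thallium influx through hERG after potassium depolarization seen as dye fluorescence rise; in these data hits start at about 4.7%; inactives centre near -7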
GSK3beta inhib – inhibitors of human GSK3beta kinase | GST-GSK3beta kinase, ADP-Glo luminescence, 60 min; stronger effect = lower value | activity score (negative = inhibition), % at 10 µM | hit rate 0.038% among 300,000 | AID 2097;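 active = more than half of replicate wells score below -50%, meaning over 50% inhibition versus plate controls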;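 also: 0% = median DMSO wells and -100% = median GW8510 positive control wells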
Target sequence (P49841 whole entry, looked up): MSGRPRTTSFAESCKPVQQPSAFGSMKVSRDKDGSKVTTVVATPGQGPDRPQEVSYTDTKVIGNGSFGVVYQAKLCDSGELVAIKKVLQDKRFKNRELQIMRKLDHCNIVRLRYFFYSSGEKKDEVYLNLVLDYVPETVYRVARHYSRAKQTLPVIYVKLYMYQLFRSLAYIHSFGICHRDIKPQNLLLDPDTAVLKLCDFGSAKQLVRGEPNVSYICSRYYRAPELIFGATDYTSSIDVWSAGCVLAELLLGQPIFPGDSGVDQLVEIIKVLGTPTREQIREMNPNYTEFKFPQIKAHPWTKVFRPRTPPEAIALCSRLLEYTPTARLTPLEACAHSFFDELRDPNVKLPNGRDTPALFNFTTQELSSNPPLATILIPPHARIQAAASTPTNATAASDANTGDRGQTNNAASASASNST
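Test system: GST-tagged human GSK3beta kinase, cell-free; evaluation: activity score scaled between in-plate DMSO and GW8510 controls; measured by: ADP-Glo luminescence; incubation: 60 min reaction, RT; benchmarks: DMSO and 20 µM GW8510; reagent: peptide substrate plus 25 µM ATP (final); medium: Tris/MgCl2 kinase buffer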
KCNQ1 block – inhibitors of human KCNQ1 potassium channel. hit rate 1.3% among 310,000. CHO-K1 KCNQ1, FluxOR thallium flux fluorescence; stronger effect = higher value. B-score at 10 µM. AID 2642. P51787;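 active = compounds whose thallium flux B-score, printed positive for inhibition, exceeds three library SD while starting fluorescence stays within three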;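 also: channel opened by potassium depolarization with thallium stimulus after 20 min compound exposure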
RGS4 act – RGS4 potentiation or activation; hit rate 0.92% among 310,000; B-score at 10 µM; HEK293 M3R/inducible RGS4, carbachol calcium flux Fluo4; stronger effect = lower value; AID 463111;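 active = B-score of the integrated calcium signal more than 4 SD below the library mean, with starting fluorescence not abnormally high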;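 also: negative B-score means reduced calcium response which marks RGS4 activation or potentiation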
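System – HEK293 FlpIn-TREx cells, stable M3R, doxycycline-inducible RGS4 · Reagent – ECmax carbachol challenge · Times – compound preincubation 20 min at room temperature before agonist · Technique – Fluo4 fluorescence kinetic imaging of calcium · Measure – B score of integrated Fluo4 ratio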
PolyA inhibitor – yeast polyadenylation inhibition | S. cerevisiae SKY197-pL101 polyadenylation reporter, beta-gal luminescence; efflux-impaired pdr1/pdr3 knockout yeast; score 100 = 6 SD above DMSO | calls only at 12 µM | hit rate 0.02% among 300,000 | AID 1875;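 active = lowest replicate activity score at least 50, where 100 means six control SD above control mean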;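 also: yeast exposed to compound for 9 h at 30 °C; higher score means more reporter readthrough which indicates perturbed polyadenylation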
KCNK3 block – human KCNK3 channel inhibition, primary screen | O14649 | CHO-KCNK3 thallium flux, FluxOR fluorescence; stronger effect = lower value | B-score at 10 µM | hit rate 0.84% among 340,000;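 active = B-score under library mean minus 4 SD, starting fluorescence ratio at most library mean plus 5 SD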;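 also: more negative B-score means stronger inhibition of thallium flux through KCNK3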
An asterisk follows results filed as active; i = inactive; . = not tested or not shown. A portion of the library; the hit share may differ from the screen's.

Results follow in this order: RGS4 block, KCNQ1 pot, DYRK1A inh, GSK3A inh, KCNK9 block, hERG protect, GSK3beta inhib, KCNQ1 block, RGS4 act, PolyA inhibitor, KCNK3 block
> c1ccc(C2(CN3CCNC[C@H]3Cc3cccc4ccccc34)CC2)cc1
  i, i, 12.5, 4.1, i, -15.6, -3.2, i, i, i, i
> COc1ccc(C2C=C(C34CC5CC(CC(C5)C3)C4)NC(=S)N2)cc1 (stereo not given)
  i, i, 0.7, 1.3, i, -10.0, -0.9, i, i, i, i
> COc1ccccc1NC(=S)NCc1cccnc1
  i, i, 1.6, 0.4, i, -4.2, -0.2, i, i, i, i
> COc1cccc(NC(=O)C2CCCN(S(=O)(=O)c3cccc4nonc34)C2)c1 (stereo not given)
  i, i, 1.4, -3.0, i, -4.0, -1.9, i, i, i, i
> OC1(c2ccccc2)CNCCc2ccccc21 (stereo not given)
  i, i, -1.5, 0.2, i, -6.1, 1.0, i, i, i, i
> CC(C)(C)c1cccc(C2(O)C(=O)c3ccccc3C2=O)c1O
  i, i, 2.2, -3.9, i, -12.7, 0.5, i, i, i, i
> CC(=O)Nc1ccc(NC(=O)C(C)Sc2nc3nc(C)cc(C)n3n2)cc1 (stereo not given)
  i, i, -5.2, -2.9, i, -12.8, -0.1, i, i, i, i
> O=C(CN(Cc1ccccc1Cl)C(=O)c1csnn1)NCc1ccc(F)cc1
  i, i, 0.0, -1.3, i, -8.2, -0.7, i, i, i, i
> O=S(=O)(C/C(=C/CO)S(=O)(=O)c1ccccc1)c1ccccc1
  10.3*, i, -4.8, -2.0, i, -13.4, 1.4, 6*, i, i, i
> C=C(CO)C1Cc2cc(C(C)=O)ccc2O1 (stereo not given)
  i, i, 10.2, 1.1, i, -7.8, -4.6, i, i, i, i
> O=C(COc1cccnc1[N+](=O)[O-])N1CCc2ccccc2C1
  i, i, -1.0, ., i, -6.8, -1.1, i, i, i, i
> COc1ccc(C(=O)N/C(=C\c2ccco2)C(=O)NCCCn2ccnc2)cc1
  i, i, -1.4, 1.0, i, -2.3, -0.8, i, i, i, i
> Nc1nc(CN2CCN(c3ccc(F)cc3)CC2)nc(N2CCCc3ccccc32)n1
  i, i, -1.7, ., i, -17.5, -5.2, i, i, i, i
> CC(C)NC(=O)c1n[nH]c(=O)c2ccccc12
  i, i, 1.3, -5.3, i, -5.6, 6.5, i, i, i, i
> c1ccc(N2CCN(Cc3cnc(N4CCOCC4)s3)CC2)cc1
  i, i, ., -2.7, i, 1.2, 2.4, i, i, i, i
> CC(=O)c1ccc(N2CCN(C(=S)Nc3ccccc3C(F)(F)F)CC2)cc1
  i, i, 5.4, 0.8, i, -12.3, -0.5, i, i, i, i
> O=C(CSc1nc2c(cnn2-c2ccccc2)c(=O)[nH]1)N1CCOCC1
  i, i, 2.6, 1.4, i, -7.8, -4.8, i, i, i, i
> O=C(/C=C/c1cccc(Cl)c1)Nc1ncccn1
  i, i, 2.5, 0.0, i, -6.5, 2.3, i, i, i, i
> CN(C)CCCn1c(SCC(=O)N2c3ccccc3Sc3ccccc32)nc2ccccc2c1=O
  i, i, -2.4, -2.1, i, -24.0, -5.4, i, i, i, i
> COC(=O)c1cc(C(=O)OC)cc(N2C(=O)CC(Sc3nc(C)cc(C)n3)C2=O)c1 (stereo not given)
  i, i, 7.9, -0.8, i, -9.7, 0.5, i, i, i, i
> O=C(Cc1cccs1)NCc1cccc(Br)c1
  i, i, 4.1, 0.7, i, -4.8, -1.5, i, i, i, i
> CCNc1nc(NCC)nc(N/N=C(\C)c2ccc(OC)cc2)n1
  i, i, 1.4, -2.7, i, -8.4, 0.8, i, i, i, i
> Cc1ccc(CNS(=O)(=O)c2cc3c(cc2C)N(C)CCO3)cc1
  i, i, -1.1, -0.4, i, -13.3, 0.0, i, i, i, i
> Cc1c(Cl)cccc1NC(=O)CCCCCN1C(=O)CCC1=O
  i, i, -8.1, 0.1, i, -7.2, 2.7, i, i, i, i
> CCN(CC)c1ccc(NS(=O)(=O)c2ccc3c(c2)oc(=O)n3C)c(C)c1
  i, i, -2.1, -1.9, i, -11.1, -1.0, i, i, i, i
> Fc1ccc(Nc2nc3ccccc3s2)cc1
  i, i, -3.0, -4.2, i, -7.3, -4.5, i, i, i, i
> Cc1ccccc1C(=O)NC1CCN(CC(=O)Nc2nccs2)CC1
  i, i, -8.5, 1.6, i, -1.2, -1.4, i, i, i, i
> N#Cc1c(-c2ccc(Cl)cc2)ccn2nc(C3CCCCC3)nc12
  i, i, -4.3, -1.1, i, -7.0, -2.3, i, i, i, i
> Cc1cc(CN(C)C(=O)c2ccc3nc(Cc4ccccc4F)oc3c2)n[nH]1
  i, i, -0.9, -2.5, i, -5.3, 0.5, i, i, i, i
> CCS(=O)(=O)N1Cc2ccccc2CC1C(=O)Nc1nc2ccccc2s1 (stereo not given)
  i, i, 5.7, -7.3, i, -1.2, 1.2, i, i, i, i
> CCOc1ccc2nc(NCCNC(=O)Nc3ccccc3)c(C#N)cc2c1
  i, i, 2.6, -0.5, i, -12.1, -1.0, i, i, i, i
> Oc1ccc(Br)cc1/C=N/Nc1ccccn1
  i, i, 3.6, -1.1, i, -2.0, -0.9, i, i, i, i
> Cc1cc(NC(=O)CSc2ncnc3sccc23)no1
  i, i, -3.6, -0.7, i, -18.4, 3.9, i, i, i, i
> CC(C)(C)c1cc(/C=C2\NC(=O)NC2=O)cc(C(C)(C)C)c1O
  i, i, 0.8, -1.4, i, -18.9, -3.3, i, i, i, i
> CCOc1cccc2sc(NC(=O)CCS(=O)(=O)c3ccccc3)nc12
  i, i, 1.5, 0.3, i, -16.6, -0.2, i, i, i, i
> COc1cc(OC)cc(C(=O)NNC(=O)Cc2ccc(OC)c(S(=O)(=O)N3CCOCC3)c2)c1
  i, i, ., ., i, -4.3, 0.1, i, i, i, i
> CCCCOCCCNC(=O)Cc1ccccc1OC
  i, i, -8.2, -3.6, i, -4.8, -0.8, i, i, i, i
> Clc1ccc(-c2cc(COc3ccc4ccccc4c3)no2)cc1
  i, i, -4.6, -1.9, i, -6.7, -0.9, i, i, i, i
> O=C(c1ccc(N2CCCS2(=O)=O)cc1)N1CCN(c2ccccc2)CC1
  i, i, 2.2, -2.1, i, -10.5, 0.3, i, i, i, i
> CSCC[C@H](NC(=O)OC(C)(C)C)C(=O)N/N=C/c1cccc2cccnc12
  i, i, 3.0, -0.4, i, -12.9, -1.7, i, i, i, i
> CC(NC(=O)c1cnc2ccccc2n1)c1ccccc1 (stereo not given)
  i, i, 0.8, 1.8, i, -1.7, 4.0, i, i, i, i
> CCCc1cc(=O)oc2cc(OCc3cc(OC)c(OC)c(OC)c3)c(Cl)cc12
  i, i, 0.8, 0.1, i, -2.0, 0.6, i, i, i, i
> Oc1ccc(Br)cc1CNc1cnc2ccccc2c1
  i, i, 6.4, -0.8, i, -15.0, -0.8, i, i, i, i
> C/C=C/c1ccc(OCC(=O)Nc2cc(Cl)ccc2-n2cncn2)c(OC)c1
  i, i, 7.0, -2.1, i, -12.0, 11.4, i, i, i, i
> CCn1c(CCNC(=O)c2ccc(OC)cc2)nnc1SCC(=O)Nc1ccccc1F
  i, i, -2.3, -1.7, i, -16.4, 0.6, i, i, i, i
> COc1cc(CC(=O)NCC2CCCCC2)cc(OC)c1OC
  i, i, 0.3, -0.7, i, -2.6, 0.6, i, i, i, i
> O=C(N/C(=C\c1cccnc1)c1nc2ccccc2[nH]1)c1cccc(Br)c1
  i, i, 0.8, -2.9, i, -11.6, -3.9, i, i, i, i
> COc1ccc(S(=O)(=O)Nc2nc3ccccc3nc2Nc2cccc(C(=O)O)c2)cc1
  i, i, 7.2, -4.1, i, -9.8, 8.6, i, i, i, i
> CNC(=S)N/N=C/c1c(C)cccc1Cl
  i, i, ., 0.7, i, -5.4, 11.3, i, i, i, i
> CCOC(=O)C1(C)Oc2ccc(S(=O)(=O)CC)cc2NC1=O (stereo not given)
  i, i, ., -2.5, i, -2.9, 2.8, i, i, i, i
> Cc1ccc(NC(=S)NCc2cccn2C)cc1
  i, i, -0.4, -0.7, i, -9.5, 2.7, i, i, i, i
> CNC(=O)CSc1nnc(-c2ccccc2)n1C
  i, i, -2.1, -1.8, i, -3.9, -1.4, i, i, i, i
> COc1ccc(S(=O)(=O)CCC(=O)NCCc2cccc(C)c2)cc1
  i, i, -0.4, 0.2, i, -5.9, 3.2, i, i, i, i
> CCC(C)(C(=O)NC1CCCC1)N(C)C(=O)c1ccccn1 (stereo not given)
  i, i, ., -0.9, i, -10.9, 2.3, i, i, i, i
> COc1ccc(N(CC(=O)NC2CC3CCC2C3)S(=O)(=O)c2ccccc2)cc1OC (stereo not given)
  i, i, 9.3, -0.2, i, -1.6, -4.4, i, i, i, i
> COc1cc(-n2nnnc2SCC(=O)N2CCN(c3ccc(F)cc3)CC2)c(OC)cc1Cl
  i, i, 2.0, ., i, -11.5, 1.1, i, i, i, i
> COc1cc(Cl)ccc1OCc1cc(C(=O)N(C)CCc2c(C)n[nH]c2C)no1
  i, i, 8.3, -0.4, i, -11.1, -5.9, i, i, i, i
> Cc1cccc(NC(=O)CCC(=O)N/N=C/c2cc([N+](=O)[O-])ccc2O)c1
  i, i, 1.0, -1.1, i, -3.3, -1.1, i, i, i, i
> O=C(NCCCO)/C(=C\c1ccco1)NC(=O)c1ccco1
  i, i, -3.7, 0.5, i, -4.2, 0.4, i, i, i, i
> COc1ccc(S(=O)(=O)Cc2ccc(C(=O)NCCCN3CCc4ccccc4C3)o2)cc1
  i, i, 6.3, ., i, -7.7, 3.7, i, i, i, i
> O=C(CSCc1ccc(Br)cc1)NCc1ccccn1
  i, i, 2.5, -1.4, i, -16.7, 2.9, i, i, i, i
> Cc1nnc(NC(=O)C2CCCO2)s1 (stereo not given)
  i, i, -0.6, -2.7, i, -11.9, -3.2, i, i, i, i
> CC(CN1CCCCC1)OC(=O)COc1ccc(Cl)cc1 (stereo not given)
  i, i, -0.9, ., i, 1.3, 4.2, i, i, i, i

From PubChem BioAssay
